FLuc modulator = counter-screen for miR-21 project: firefly luciferase inhibitors or activators | P08659 | purified FLuc, Km substrates, luminescence inhibition | Potency, µM (series often up to 57.5 µM), for the others: at the highest dose activity change, negative = inhibition, actives largely listed as inhibitors | 360,000 compounds, 6.9% hits | AID 588342;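 note: plate controls were vehicle for no effect and reference inhibitor for full effect; nearly all actives have a fitted effect of over 55% in size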
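Biochemical qHTS of compounds, final roughly 60 µM downward over six points, against 10 nM purified firefly luciferase using Km concentrations of substrates (10 uM D-luciferin, 10 uM ATP) in Tris acetate pH 7.5 buffer; luminescence output.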
Rab9 prom act = activators of Rab9 promoter; Huh7 Rab9 promoter-luciferase reporter, luminescence, 24 h; 320,000 compounds, 2.8% hits; Potency, µM (doses to about 9.22 µM), inactives show at the top dose activation, negative = inhibition, hits mostly activators; note: % of control where 0% means no effect; nearly all actives have a fitted effect of over 60% in size
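Using Huh7 cells stably transfected with Rab9 promoter–luciferase, compounds were incubated 24 h at 37 °C, 5% CO2; luciferase luminescence was read 10 min after reagent addition.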
VP16 counter = counter-screen for ROR gamma inhibitors: Gal4-VP16 reporter; Drosophila S2 Gal4-VP16 UAS-luciferase, luminescence, 20 h; Potency, µM (highest dose often 53.6 µM), for the others: at the highest dose activity, negative = inhibition, most hits filed as inhibitors; 310,000 compounds, 3.5% hits;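 note: Gal4-VP16 expression switched on by copper sulfate through the metallothionein promoter; % is set by controls: 0 for no effect and ±100 for the full control effect; nearly all actives have a fitted effect of over 50% in size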
BRCA1 expr up = increases BRCA1 expression | 380,000 compounds, 1.1% hits | Potency, µM (titrated, usually from 46.1 µM), for inactives: at the highest dose activation, most hits filed as activators | MCF7-BRCA1-FFLuc reporter, luminescence, 48 h; response scale: scaled: vehicle 0%, 10 µM genistein 100% | AID 624202; note: nearly all actives have a fitted effect of over 80% in size; some results filed as inactive show a strong effect at the top dose
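MCF7-BRCA1-FFLuc cells, 2000/well in phenol-red-free MEM, attached 2 h then treated 48 h at 37 C. Luciferase luminescence read 15 min after reagent; normalized to genistein maximum activation (10microM) and DMSO, concentration-response fitted.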
MBNL1 CUG block = blocks human MBNL1 binding to CUG repeat RNA | TR-FRET MBNL1-His/biotin-(CUG)12 binding, 665/545 ratio | Potency, µM (highest dose often 57.5 µM), for the others: top-dose activity change, negative = inhibition, hits mostly inhibitors | 280,000 compounds, 0.036% hits | AID 2675; active = well fitted inhibition curve with a large enough effect in the signal ratio, with a control signal flat, not every such curve was filed as active; inconclusive = small, poorly fitted or top-dose-only effect, or effect the other way, or a change in a side signal; inactive = no such curve, though single readings can be large or run the other way; the % refers to the signal ratio; note: % is set by controls: 0 for no effect and ±100 for the full control effect
Target sequence (Q9NR56 whole entry, looked up): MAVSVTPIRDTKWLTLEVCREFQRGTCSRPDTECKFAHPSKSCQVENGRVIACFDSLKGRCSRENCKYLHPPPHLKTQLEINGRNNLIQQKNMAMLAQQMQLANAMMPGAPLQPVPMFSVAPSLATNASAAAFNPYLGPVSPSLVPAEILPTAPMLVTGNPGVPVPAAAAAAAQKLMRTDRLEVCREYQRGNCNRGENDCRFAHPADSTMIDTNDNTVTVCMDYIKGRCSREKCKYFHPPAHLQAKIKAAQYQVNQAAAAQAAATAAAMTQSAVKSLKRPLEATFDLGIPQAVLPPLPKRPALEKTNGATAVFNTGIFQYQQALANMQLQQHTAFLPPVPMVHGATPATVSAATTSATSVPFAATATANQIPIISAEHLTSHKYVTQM
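His-tagged MBNL1 binding to biotinylated (CUG)12 RNA was measured by TR-FRET using terbium anti-His antibody (0.055 ng/ul final) and streptavidin-XL665 (5 nM final). Compounds were titrated 92 nM to 58 uM; 60 min at room temperature.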
ELG1 genotoxic = inducers of genotoxicity in HEK293T ELG1-luciferase cells; HEK293T ELG1-luciferase reporter, luminescence, 16 h; 330,000 compounds, 1.3% hits; Potency, µM (doses to about 46 µM), inactives show top-dose activity change, positive = activation, hits mostly activators; note: % of control where 0% means no effect; nearly all actives have a fitted effect of over 60% in size
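Step 1: seed 2,000 HEK293T ELG1-luciferase cells per well. Step 2: add compound or DMSO, incubate 16 hr at 37 °C. Step 3: ONE-Glo, 30 min at room temperature, read luminescence.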
p53 reactivation = re-activators of mutant p53. H1299 p53-A138V BP100-luciferase reporter, luminescence, 24 h. Potency, µM (top dose mostly 92.2 µM), for the others: at the highest dose activity change, positive = activation, hits mostly activators. 320,000 compounds, 0.063% hits; note: % of control where 0% means no effect; nearly all actives have a fitted effect of over 45% in size
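p53-null H1299 cells stably carrying temperature-sensitive p53-A138V and a BP100-luciferase reporter were pinned with compounds (4-point, 1:5 series) and held 24 hrs at 37 deg C. Luminescence was read 10 min after detection reagent.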
uPA surface inh = inhibitors of cell surface uPA generation; cell surface uPA generation assay, qHTS; Potency, µM (titrated, usually from 38.3 µM), inactives show top-dose activity change, negative = inhibition, most hits filed as inhibitors; 330,000 compounds, 0.31% hits; AID 540303; active = well fitted inhibition curve with a large enough effect; inconclusive = small, poorly fitted or top-dose-only effect; inactive = no such curve, though single readings can be large or run the other way; tested in mouse RAW 264.7 cells; note: % is set by controls: 0 for no effect and ±100 for the full control effect; nearly all actives have a fitted effect of over 55% in size
NPC1 prom act = activates the NPC1 promoter. Potency, µM (highest dose often 9.22 µM), for inactives: at the top dose activation, usual class: activators. AID 485313. 320,000 compounds, 2.4% hits. Huh7 NPC1 promoter luciferase reporter, 24 h;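 note: % of control where 0% means no effect; nearly all actives have a fitted effect of over 60% in size; reporter is driven by a mutant NPC1 promoter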
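Luminescence read-out of NPC1 promoter-driven luciferase in stably transfected Huh7 cells; compounds delivered in DMSO and left 24 h at 37C, 5% CO2, qHTS titration format.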
RORg inh = inhibitors of mouse ROR gamma transcriptional activity; 310,000 compounds, 5.4% hits; Drosophila S2 Gal4-RORgamma UAS-luciferase reporter, 20 h; P51450; AID 2551; Potency, µM (highest dose often 53.6 µM), inactives show at the highest dose activity change, negative = inhibition, most hits filed as inhibitors; note: % is set by controls: 0 for no effect and ±100 for the full control effect; nearly all actives have a fitted effect of over 60% in size
Target sequence (P51450 whole entry, looked up, the tested form may be a part): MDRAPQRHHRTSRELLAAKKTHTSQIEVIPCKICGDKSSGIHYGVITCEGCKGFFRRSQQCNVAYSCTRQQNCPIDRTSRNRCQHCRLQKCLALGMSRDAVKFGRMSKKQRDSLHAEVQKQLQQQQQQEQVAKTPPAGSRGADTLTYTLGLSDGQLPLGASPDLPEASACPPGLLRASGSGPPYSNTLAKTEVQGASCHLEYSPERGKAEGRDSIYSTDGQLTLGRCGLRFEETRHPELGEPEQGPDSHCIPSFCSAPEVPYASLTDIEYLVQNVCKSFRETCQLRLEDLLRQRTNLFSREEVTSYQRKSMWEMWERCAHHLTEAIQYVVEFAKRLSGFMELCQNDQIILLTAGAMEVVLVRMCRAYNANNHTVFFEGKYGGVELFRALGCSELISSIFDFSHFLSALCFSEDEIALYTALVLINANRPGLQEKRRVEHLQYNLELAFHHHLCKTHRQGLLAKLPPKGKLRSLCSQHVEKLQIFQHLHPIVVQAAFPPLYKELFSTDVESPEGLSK
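Luciferase reporter read in Schneider cells carrying Gal4-RORγ (mouse) and UAS-Photinus luciferase; cells given compound 1 h before 700 uM copper sulfate induction, then incubated 20 h at ambient temperature.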
An asterisk follows results filed as active; ? = inconclusive; . = no result given; & = joins results of further samples; [ ] = another dose, or the depositor's remark. Unless noted, calls come from the whole dose curve; as a rule, active = well fitted curve in the direction sought with a large enough effect; inconclusive = small, poorly fitted or top-dose-only effect, or another doubt; inactive = no such curve, though single readings can be large; an effect the other way counts as inactive or inconclusive. Potency is the fitted concentration of half-maximal effect. Outcome played no part in choosing rows; overall some 13% were active at least once.

SMILES | FLuc modulator | Rab9 prom act | VP16 counter | BRCA1 expr up | MBNL1 CUG block | ELG1 genotoxic | p53 reactivation | uPA surface inh | NPC1 prom act | RORg inh
O=C(NCc1ccccc1Cl)c1cc([N+](=O)[O-])ccc1Cl | ? | -14% | -10% | -1% | 7% | -12% | -3% | 15% | -8% | 21%
Cc1ccc(NC(=O)C(C)Sc2nnc(-c3cccnc3)n2-c2ccccc2)cc1 (stereo not drawn) | -1% | -6% | 2% | -14% | -7% | -4% | -5% | . | 0% | 22%
Cn1c(N2CCCCC2)nc2c1c(=O)[nH]c(=O)n2C | 6% | -9% | -3% | 1% | -8% | -2% | 0% | -3% | 10% | -10%[10 µM]
Fc1cccc(F)c1/C=N/NC(=S)Nc1cccnc1 | -15% | 2% | 3.5µM* | -16% | 6% | 0% | 4% | -5% | 2% | 1.3µM*
Cc1ccc(NC(=O)CCC(=O)Nc2ccc(C)cc2)cc1 | -4% | 4% | 3% | -5% | -13% | -1% | 19% | 4% | 9% | -30%
Cn1nc(C(F)(F)F)c(CO)c1Sc1ccc(F)cc1 | 1% | -8% | 9% | -1% | -3% | -12% | -1% | 1% | -3% | 20%
Cc1cccn2c(=O)c3cc(C(=O)NC4CCCC4)c(=N)n(C4CCCCC4)c3nc12 | 0% | 2% | 6% | 0% | 10% | -3% | 4% | 0% | 1% | 1%
Cc1nc(SCc2nc3c(O)cccc3[nH]2)c2oc3ccccc3c2n1 | . | . | . | -15% | . | 3% | -4% | -9% | . | .
CC1CC1C(=O)Nc1cc(C(F)(F)F)ccc1N1CCOCC1 (stereo not drawn) | -2% | 0% | -14% | -1% | -6% | -10% | -4% | -6% | 6% | 0%
C=CCNc1ncnc2c1cnn2-c1cccc(C)c1 | 4.8µM* | 1.4µM* | ? | 2.2µM* | -10% | 2.9µM* | 13% | ? | 2.5µM* | 30%
COc1cc(NC(=O)CN2C(=O)NC(c3ccccc3)(c3ccccc3)C2=O)c(C)cc1[N+](=O)[O-] | 2% | -2% | -20% | -55% | 21% | -5% | 0% | 6% | 1% | ?
O=C(CNC(=O)Cc1ccccc1)NCc1cccc(C(F)(F)F)c1 | 3% | 0% | -10% | -15% | -5% | 0% | -1% | 3% | 1% | 7%
COc1cc(OC)cc(C(=O)NC2CCSc3ccccc32)c1 (stereo not drawn) | 2% | -1% | 17% | 9% | -2% | 2% | 2% | 0% | -1% | ?
CC(=O)ON1C(C)(C)CC(OC(=O)c2ccccc2)CC1(C)C | -2% | 1% | 1% | -13% | -1% | 5% | 3% | 6% | -1% | -23%
COC(=O)c1ccccc1NC(=O)c1ccco1 | -7% | 6% | 3% | 0% | -1% | 3% | -20% | -2% | -3% | 24%
Cc1c(C(=O)N2CCN(c3ccccc3F)CC2)oc2c1C(=O)CC(C)(C)C2 | 0% | -7% | -6% | -19% | 0% | -9% | 7% | -18% | -1% | 14%
CC(C)CC(NC(=O)C(CC(C)C)NC(=O)OC(C)(C)C)C(=O)O (stereo not drawn) | -2% | -8% | 2% | 30% | -9% | 6% | 8% | -1% | 0% | 26%
COc1ccccc1CNCC(=O)Nc1cc(S(=O)(=O)N2CCCCC2)ccc1C | . | . | . | -20% | . | -3% | -9% | -7% | . | .
O=C(/C=C/c1ccc(Cl)cc1Cl)NCc1ccco1 | 7.6µM* | ? | ? | 11µM* | 5% | 7% | 8% | -6% | ? | ?
Cc1cccc2c1Sc1ccccc1CC2=O | -2% | 2% | 7% | 6% | 34%[activator] | 1% | -4% | -4% | 0% | -12%
O=C(Nc1cccc(NC(=O)c2cccs2)c1)c1ccc2c(c1)OCCO2 | 7.6µM* | 30% | -14% | ? | -10% | 2% | 8% | -12% | 23% | 4%
CC(=C\C(=O)O)/C(=C/c1ccccc1)C(=O)O | 5% | -1% | -4% | -11% | 4% | 0% | -5% | 0% | -2% | 13%
COc1ccc(C2/C=C\CN(C(=O)C3CC3)CC(=O)N2Cc2ccc(F)cc2)cc1 (stereo not drawn) | 0% | -1% | 2%&7% | 4% | 2% | 0% | -1% | 1% | -1% | 10%&-2%
Clc1ccc(-c2[nH]ncc2N=Nc2ccccc2)cc1 | -4% | -6% | -19% | -28% | 0% | 4% | 8% | 14% | -1% | 1%
Cn1c(=O)c2c(nc(CN3CCOCC3)n2CCCO)n(C)c1=O | -3% | 4% | -6% | 2% | -6% | 1% | 1% | 0% | 5% | 1%

Whole records, quoted from the list.
Entry for Cn1c(=O)c2c(nc(CN3CCOCC3)n2CCCO)n(C)c1=O = FLuc modulator: -3%; Rab9 prom act: 4%; VP16 counter: -6%; BRCA1 expr up: 2%; MBNL1 CUG block: -6%; ELG1 genotoxic: 1%; p53 reactivation: 1%; uPA surface inh: 0%; NPC1 prom act: 5%; RORg inh: 1%
Entry for O=C(/C=C/c1ccc(Cl)cc1Cl)NCc1ccco1 = FLuc modulator: 7.6µM*; Rab9 prom act: ?; VP16 counter: ?; BRCA1 expr up: 11µM*; MBNL1 CUG block: 5%; ELG1 genotoxic: 7%; p53 reactivation: 8%; uPA surface inh: -6%; NPC1 prom act: ?; RORg inh: ?

Additional structures follow:
SMILES | FLuc modulator | Rab9 prom act | VP16 counter | BRCA1 expr up | MBNL1 CUG block | ELG1 genotoxic | p53 reactivation | uPA surface inh | NPC1 prom act | RORg inh
CC(C)(C)CN1CCNC(=O)C1CC(=O)N1CCN(c2ccccc2)CC1 (stereo not drawn) | 1% | 5% | -5% | 1% | -5% | 3% | -2% | -6% | 1% | 25%
O=C(CSc1nc2c(c(=O)n1-c1ccc(Br)cc1)SCC2)NCc1ccco1 | 0% | 3% | 20% | -26% | ? | 2% | -1% | 1% | 0% | -31%
COc1ccccc1OCCOCCOc1ccc(C)cc1Br | -11% | -3% | 0% | -7% | . | 0% | 1% | 3% | -7% | 2%
Cc1ccc(C(=O)CSc2nnc(COc3ccc(C#N)cc3)n2-c2ccccc2)cc1 | 0% | -7% | -2% | -9% | 2% | 0% | 13% | 1% | -2% | 33%
Cc1ccccc1COC[C@H](CC(C)C)N1CCN(C(=O)c2cccc(C(F)(F)F)c2)CCC1=O | 2% | -1% | 8% | -24% | -9% | -8% | -7% | 1% | -9% | 42%
O=C(Nc1ccccc1C(=O)Nc1ccccc1)c1cccs1 | -14% | 2% | 9% | -4% | 14% | 4% | 2% | -3% | -2% | ?
Cc1cccc(Cc2nnc(CCC(=O)N3CCCC(CN4CCOCC4)C3)o2)c1 (stereo not drawn) | 2% | -1% | 8% | 15% | 3% | 0% | 7% | -1% | -1% | -9%
Cc1ccc(S(=O)(=O)NC(CC(C)C)C(=O)NCC(C)(C)N2CCOCC2)cc1 (stereo not drawn) | 2% | 9% | . | 1% | . | -1% | -7% | 3% | 1% | .
Cc1ccc(Sc2cnc(N)nc2C)cc1 | 5% | -4% | 2% | 41% | 1% | -8% | 0% | 3% | 1% | 2%
CCC(C)NS(=O)(=O)c1ccc(-c2csnn2)s1 (stereo not drawn) | 6% | 3% | 9% | -19% | 1% | 0% | 4% | -2% | 1% | 8%
Cc1occc1-c1nnc(SCC(=O)N(C)C)o1 | -12% | 23% | 8% | 78% | -5% | ? | 19% | -8% | 15% | 6%
O=C(c1ccc2c(=O)n(CC3CCCO3)c(=S)[nH]c2c1)N1CCN(c2ccccc2)CC1 (stereo not drawn) | 1% | 12% | 1% | -5% | -6% | -3% | -5% | -1% | 1% | -7%
O=C(Cc1ccc(F)cc1)N1CCC(N2CCC(C(=O)N3CCOCC3)CC2)CC1 | -3% | 0% | -1% | 0% | 2% | 0% | 4% | -1% | -3% | -3%
O=C(Nc1ccccc1)c1ccc(NCCN2C(=O)CCC2=O)c([N+](=O)[O-])c1 | -1% | -1% | 4% | 0% | ? | -8% | -4% | 4% | 7% | 1%
COc1ccc(C2=NOC(Cn3nc(C(=O)NCc4cccc(Br)c4)cc3-c3ccccc3)C2)cc1 (stereo not drawn) | . | . | . | -32% | . | -5% | 1% | 4% | . | .
O=C(CNC(=S)N(Cc1ccccc1)Cc1ccccc1F)NCCc1ccccc1 | 3% | -1% | -28% | -53% | -5% | -4% | -6% | 4% | -7% | 13µM*
CCOC(=O)C(NC(=O)CC)(Nc1ccc(S(=O)(=O)Nc2onc(C)c2C)cc1)C(F)(F)F (stereo not drawn) | 5% | -5% | 0% | 1% | -4% | -1% | ? | 7% | 0% | -10%

Four neighbouring compounds out of the list so far, quoted:
SMILES | FLuc modulator | Rab9 prom act | VP16 counter | BRCA1 expr up | MBNL1 CUG block | ELG1 genotoxic | p53 reactivation | uPA surface inh | NPC1 prom act | RORg inh
O=C(Nc1ccccc1)c1ccc(NCCN2C(=O)CCC2=O)c([N+](=O)[O-])c1 | -1% | -1% | 4% | 0% | ? | -8% | -4% | 4% | 7% | 1%
COc1ccc(C2=NOC(Cn3nc(C(=O)NCc4cccc(Br)c4)cc3-c3ccccc3)C2)cc1 (stereo not drawn) | . | . | . | -32% | . | -5% | 1% | 4% | . | .
O=C(CNC(=S)N(Cc1ccccc1)Cc1ccccc1F)NCCc1ccccc1 | 3% | -1% | -28% | -53% | -5% | -4% | -6% | 4% | -7% | 13µM*
CCOC(=O)C(NC(=O)CC)(Nc1ccc(S(=O)(=O)Nc2onc(C)c2C)cc1)C(F)(F)F (stereo not drawn) | 5% | -5% | 0% | 1% | -4% | -1% | ? | 7% | 0% | -10%
